# MITF act: increases MITF-driven TRPM1 promoter luciferase signal; SK-MEL-5 TRPM1-promoter luciferase, 24 h; % of positive control, neutral wells = 0; activation, % at 12.5 µM; actives 0.75% (n = 300,000);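 active means mean activation of at least 80% with every replicate also reaching 80%; inconclusive means mean reaches 80% but some replicate falls short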;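 further: 0% = neutral control wells and 100% = parthenolide positive control wells; values of inactives mirror those of a sister screen read the other way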
# SR-BI HDL uptake: mouse SR-BI HDL lipid transfer inhibition; Q61009; ldlA[mSR-BI] CHO cells, DiI-HDL uptake fluorescence, 3 h; inhibition, % at 12.5 µM; actives 0.96% (n = 320,000); AID 488896;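 active means mean replicate inhibition of at least 70% and a set share of replicates each scoring 70 or more; inconclusive means meets just one of the two criteria; inactive means fails both criteria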;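 further: 0% = median of neutral control wells and 100% = median of positive control wells; values of inactives mirror those of a sister screen read the other way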
# Target sequence (Q61009 whole entry, looked up): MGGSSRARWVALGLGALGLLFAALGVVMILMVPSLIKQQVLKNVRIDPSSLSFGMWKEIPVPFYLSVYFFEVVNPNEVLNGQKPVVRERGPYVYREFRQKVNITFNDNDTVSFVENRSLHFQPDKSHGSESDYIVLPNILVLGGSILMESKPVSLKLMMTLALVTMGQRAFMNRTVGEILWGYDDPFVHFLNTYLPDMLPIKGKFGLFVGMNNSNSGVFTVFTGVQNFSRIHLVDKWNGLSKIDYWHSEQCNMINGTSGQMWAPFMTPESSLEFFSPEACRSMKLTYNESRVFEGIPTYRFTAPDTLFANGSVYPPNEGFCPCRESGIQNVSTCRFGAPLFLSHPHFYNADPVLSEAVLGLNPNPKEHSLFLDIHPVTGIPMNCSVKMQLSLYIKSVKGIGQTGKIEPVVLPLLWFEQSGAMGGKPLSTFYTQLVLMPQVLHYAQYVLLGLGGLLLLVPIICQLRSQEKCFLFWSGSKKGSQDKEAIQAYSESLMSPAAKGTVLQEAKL
# CAL PDZ FP-1: blocks peptide binding to the human CAL PDZ domain; AID 602252; purified CAL PDZ, TMR-peptide fluorescence polarization, 1 h; Q9HD26; inhibition, % at 24.9 µM; actives 0.92% (n = 300,000);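 active means mean inhibition of at least 30% with at least half of replicates also reaching 30%; inconclusive means no clear call, values can overlap the other calls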;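 further: 0% = DMSO neutral control and 100% = excess unlabeled competitor peptide PRC23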
# E coli growth: counter-screen for AddAB inhibitors: E. coli growth inhibition. E. coli V3065 growth, OD600 absorbance, 18 h. AID 449728. inhibition, % at 11.9 µM. actives 0.27% (n = 330,000);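 active means inhibition above the campaign's mean inhibition across all tested compounds plus 3 SD, cut at about 9.9% in these data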;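 further: uninfected addAB+ strain grown without phage in ampicillin broth; 0% = DMSO wells and 100% = ciprofloxacin 0.95 µg/ml wells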
# phage Ecoli inh: E. coli growth loss with phage present; AID 651602; inhibition, % at 11.9 µM; actives 0.26% (n = 360,000); growth absorbance; in the data active means inhibition above about 11%
# SR-BI DiI-HDL act: enhances SR-BI lipid uptake from DiI-HDL; actives 0.096% (n = 320,000); AID 504775; CHO ldlA[mSR-BI] cells, DiI-HDL uptake fluorescence, 3 h; 100 = double the neutral-control signal; activation, % at 12.5 µM;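 active means mean replicate activation of at least 60% and every replicate at or above 60%; inconclusive means mean or all-replicate condition met, but not both; inactive means mean below 60% and not all replicates reaching 60%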;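 further: 0% = median plate neutral-control signal and 100% = twice that signal; values of inactives mirror those of a sister screen read the other way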
#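 Material – SR-BI-overexpressing, LDLR-lacking CHO cells · Medium – BSA-supplemented, HEPES-buffered Ham's F12, pH 7.4 · Doses – single concentration · Times – compound with DiI-HDL co-incubation, 3 h at 37 °C · Measured by – bottom-read fluorescence, 550/595 nm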
# CAL PDZ FP-2: human CAL PDZ-peptide interaction inhibition; purified CAL PDZ, TMR-peptide fluorescence polarization, 1 h; AID 504414; Q9HD26; inhibition, % at 20 µM; actives 0.02% (n = 330,000);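 active means highest replicate inhibition of at least 40%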;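 further: plate controls were DMSO neutral control wells for no effect and unlabeled competitor peptide control wells for full effect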
#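 Material – purified CerCALP PDZ construct · Detection – FP readout, S and P plane fluorescence · Measure – percent inhibition from loss of millipolarization · Controls – unlabelled peptide for full inhibition, DMSO wells as neutral · Probe or stimulus – TMR-labelled reporter peptide T*-PRC34 bound in PDZ groove · Times – 1 h at RT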
# Wnt bcat act: Wnt/beta-catenin pathway activation | AID 743398 | actives 1.2% (n = 300,000) | activation, % at 9.35 µM | Wnt/beta-catenin reporter cell assay, activator, plate reader; in the data active means activation above about 30%, passing the limit was not always enough; inconclusive means no clear call, values can overlap the other calls;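 further: 0% = neutral control wells and 100% = positive control wells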
# Tat transport: inhibitors of E. coli Tat protein transport. E. coli MC4100 TorA-mCherry Tat export, fluorescence. inhibition, % at 10 µM. actives 0.036% (n = 340,000). AID 488895;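 active means mean replicate inhibition at least 50% and at least half of replicates individually reaching 50%; inconclusive means only one of the two criteria met; inactive means neither criterion met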;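 further: exported cargo escapes ClpAP degradation while cytoplasmic cargo is degraded and loses fluorescence; 0% = median of neutral control wells and 100% = median of NaSCN control wells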
# AddAB inh: less growth of phage-infected E. coli with AddAB | AID 435030 | actives 0.29% (n = 330,000) | inhibition, % at 11.9 µM | E. coli expressing H. pylori AddAB, absorbance growth; in the data active means inhibition above about 12%;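 further: 0% = vehicle wells of infected cells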
# The depositor's hits bear a star; ? = inconclusive; / = no result given.
SMILES,MITF act,SR-BI HDL uptake,CAL PDZ FP-1,E coli growth,phage Ecoli inh,SR-BI DiI-HDL act,CAL PDZ FP-2,Wnt bcat act,Tat transport,AddAB inh
CCN1CCN(Cc2nnc(-c3ccccc3)o2)CC1,-3,0,-2,-1.1,0.7,0,-1.0,-1,1,-0.9
O=C(O)C1CSC(c2ccccc2)N1C(=O)c1ccco1 (stereo not drawn),-2,15,7,-0.6,0.7,-15,-2.4,/,-4,1.1
O=C(/C=C/c1ccccc1)NCC1(c2ccccc2)CCOCC1,-5,13,/,0.7,2.8,-13,-1.3,-4,5,1.9
O=C(Nc1nnc(-c2ccc3c(c2)CCCC3)o1)c1ccccc1,-7,-3,/,6.0,3.6,3,-2.1,-2,4,10
Cc1nc(SCc2ccccc2)c([N+](=O)[O-])[nH]1,1,-48,-3,1.2,2.9,48,-0.1,-2,3,1.2
Cc1cc(NC(=O)CCCSc2nc(-c3ccco3)cc(C(F)(F)F)n2)n(-c2ccccc2)n1,5,52,-4,-1.5,1.3,-52,-1.1,-3,3,-1.4
C[N+](C)(CC#N)C/C=C\c1ccccc1,11,-7,76*,-0.5,1.6,7,-0.4,0,1,5.8
CC(C)(C)NC(=O)CN(Cc1ccco1)C(=O)CCC(=O)Nc1nccs1,-8,-12,2,2.5,3.4,12,-2.6,1,-8,2.0
Cc1nc(NC(=O)CSc2nnc(N)s2)c(Cl)cc1Cl,-15,-7,-13,0.8,1.3,7,-0.4,-1,-11,3.1
CCCCNC(=S)N/N=C/c1sccc1C,26,20,6,-1.9,1.1,-20,-3.2,4,-1,1.0
CCCCSC(=S)N(C)C1CCS(=O)(=O)C1 (stereo not drawn),4,-19,-1,3.2,2.4,19,-0.2,/,-2,3.3
Cc1ccc(C)c(NC(=S)N(C)CCc2ccccn2)c1,-12,4,-5,0.0,4.7,-4,-0.6,/,2,3.0
COC(=O)c1ccccc1OCC(=O)NC1CCCCC1,31,-31,/,-2.7,2.0,31,-2.4,/,-2,0.7
CC(=O)OC1CC(C)(C)N(OC(=O)CCCN2C(=O)c3ccccc3C2=O)C(C)(C)C1,-7,8,-3,-2.8,2.5,-8,-0.3,-2,7,1.8
CC(C)(C)OC(=O)N(Cc1ccccc1)Cc1ccccc1OCc1cccc(NC(=O)c2ccccc2)c1,-14,-3,-4,/,0.7,3,-0.3,-2,-8,/
O=C(CN1C(=O)/C(=C/c2cccc(Br)c2)SC1=S)Nc1cccnc1,-2,45,-5,-2.0,2.6,-32,0.2,-8,-3,0.0
O=C(CC1C(=O)NCCN1CC1CCCCC1)NCc1cccc(F)c1F (stereo not drawn),-8,6,-1,-1.1,2.8,-6,-3.9,1,-9,1.3
O=S(=O)(Nc1ccc(N2CCOCC2)cc1)c1ccc(F)cc1F,13,-3,0,0.4,0.0,3,0.1,-1,2,1.7
COc1cc2ccccc2cc1C(=O)N1CCN(c2ccccc2O)CC1,-4,38,/,3.0,3.2,-38,-0.5,-2,2,2.4
Cc1ccc(NC(=O)C2CC(=O)Nc3nc4ccccc4n32)c(C)c1 (stereo not drawn),14,-5,4,-1.8,0.8,5,-3.4,-3,-2,1.2
COc1ccc(-n2c(SCC(N)=O)nc3sc4c(c3c2=O)CCN(C)C4)cc1,12,-8,-3,1.4,2.7,8,-0.4,/,4,-1.1
CC(C)(C)CC(=O)Nc1ccc(-c2cn3cccnc3n2)cc1,?,-9,-5,-3.5,3.5,9,-0.8,25,-8,-0.3
O=C(CCCc1ccncc1)c1ccccc1,55,1,-2,/,3.0,-1,-2.9,-4,-1,/
CN(Cc1nc(-c2cccs2)no1)CC(O)c1ccccc1 (stereo not drawn),17,/,-2,-1.1,4.6,/,0.0,12,4,0.6
COc1ccc2c(C)cc(SCC(=O)NCCN3C(=O)CSC3=O)nc2c1,-1,18,0,1.2,5.0,-18,-0.6,0,-12,0.0
CS(=O)(=O)N1CCN(c2ccccc2NC(=O)CSc2ccc(Cl)cc2)CC1,6,37,-3,0.5,3.5,-37,-0.8,-1,-3,2.0
CN1CCN(C2Cc3ccccc3Sc3ccc(Cl)cc32)CC1 (stereo not drawn),15,5,-3,-3.1,4.9,-5,-2.4,-3,6,-2.4
CC1CCCN(C(=O)CN2C(=O)NC3(CCCCC3C)C2=O)C1 (stereo not drawn),5,-15,2,/,1.5,15,-1.0,-2,0,/
CCN(CC)CC(C)(C)NS(=O)(=O)c1ccc(Cl)cc1,-5,-10,-1,1.1,1.2,10,-1.8,-1,12,2.6
COc1cccc(OC)c1C(=O)Nc1ccc2c3c(cccc13)CC2,23,-11,1,1.9,1.5,/,0.7,/,4,0.7
CCOc1ccc(-c2nc(C#N)c(N3CCN(CC)CC3)o2)cc1,5,22,0,1.2,1.3,-22,-0.4,-4,0,2.1
COc1ccc(C)cc1N(CC(=O)Nc1cccnc1)S(=O)(=O)c1ccccc1,4,-3,-1,-1.4,4.0,3,/,-1,4,-1.5
COC(=O)c1ccccc1NC(=O)/C=C/C(=O)O,6,/,-5,-0.4,2.0,/,0.1,-1,7,4.2
CCn1cc(Cl)c(C(=O)Nc2ccc(OC)c(OC)c2)n1,13,42,1,0.9,6.0,-42,-2.7,0,2,3.1
CC(=O)c1ccc(-c2ccc(C(=O)N3CCC(C(N)=O)CC3)o2)cc1,51,-1,3,2.7,1.6,1,-2.4,5,7,0.5
Cc1cc(Cl)cc(C)c1OCCCCCn1ccnc1,/,9,0,-3.9,-2.2,-9,-0.3,-3,10,-1.8
CCOc1ccc(NC(=O)COC(=O)CCN2C(=O)C3CC=CCC3C2=O)cc1OCC (stereo not drawn),9,-9,/,2.1,-0.1,9,0.6,-1,-10,3.1
CC(CCc1ccco1)NC(=O)CCc1nnc2ccc(NCc3ccccc3Cl)nn12 (stereo not drawn),3,-4,-2,-2.0,2.2,4,-2.7,-2,0,0.1
CCCNC(=O)C(Cc1ccccc1)NS(=O)(=O)c1ccc2c(c1)c(=O)n(C)c(=O)n2C (stereo not drawn),/,-26,/,1.1,1.3,26,-0.2,-5,-9,-1.0
Cc1ccc(S(=O)(=O)/N=C2/NC(=O)/C(=C/c3ccccc3)S2)cc1,2,-18,3,0.5,3.5,18,-2.1,-1,7,0.3
c1cc(-c2cn(C[C@H]3CC[C@@H]([C@@H]4CC[C@H](Cn5cc(-c6ccsc6)nn5)O4)O3)nn2)cs1,-6,20,-1,-0.7,0.2,-20,-1.2,-8,-10,2.1
C=CCn1c(N)c(C(=O)Nc2ccc(C)c(C)c2)c2nc3ccccc3nc21,18,17,4,2.8,1.2,-17,-0.7,16,-7,2.3
CSc1ncccc1C(=O)OCc1nc2ccsc2c(=O)[nH]1,-6,-3,-5,1.4,3.3,3,-1.5,1,6,-0.8
O=C(Nc1ncccn1)c1cccs1,13,-7,4,-2.0,1.9,7,-2.6,1,-4,-0.1
COc1ccccc1N1CCN(C(=O)c2cc3c(C)nc4ccccc4c3o2)CC1,-17,-2,/,-2.1,-0.5,2,-2.1,-3,11,-0.9
CC1CCN(C(=S)c2ccc([N+](=O)[O-])cc2)CC1,5,18,-1,1.1,4.2,-18,-2.7,-3,-2,1.4
COc1ccc(/C=C2\Sc3ccc(C(=O)N4CCN(Cc5ccccc5)CC4)cc3N(C)C2=O)cc1OC,-60,?,22,-4.3,0.9,-73,-2.1,-3,13,1.2
CNC(=O)c1ccsc1NC(=O)c1ccc(S(=O)(=O)N2CCc3ccccc32)cc1,/,27,-3,-1.7,0.5,-27,-2.1,-8,5,-3.0
COc1ccc2nc(SCc3cnc(C)nc3N)[nH]c2c1,4,6,-4,1.7,4.1,-6,-2.4,8,1,0.6
O=C1c2ccccc2C(=O)N1CCC#Cc1ccc2cc(CCCO)oc(=O)c2c1,14,-6,-2,-0.9,2.5,6,-0.4,0,-6,-1.9
CC(=O)c1cc2c(cc1NS(=O)(=O)c1ccccc1)OCO2,4,4,/,0.4,2.4,-4,-0.7,-2,-10,-0.5
CC(C)c1ccc(C2(C)NC(=O)N(CC(=O)NC3CCCC(C)C3C)C2=O)cc1 (stereo not drawn),22,-6,/,0.3,0.7,6,0.1,-5,6,-0.8
CCc1ccccc1NC(=S)N1CCC(NC(=O)c2ccc(OC)cc2)CC1,-8,-16,-3,0.4,3.3,16,1.4,-1,10,1.3
CN(Cc1ccc(F)cc1)S(=O)(=O)c1nnc(NC(=O)c2ccccc2Br)s1,14,-11,-5,-1.4,1.4,11,-3.8,-1,-10,3.2
CCC(C)(C)n1nnnc1C(c1cc(OC)c(OC)c(OC)c1)N1CCN(c2ccccc2)CC1 (stereo not drawn),-10,/,-4,0.2,-0.1,/,0.1,/,1,1.4
CSCCC(=O)N1CCCC(CNC(=O)c2ccc(-c3ccccc3)cc2)C1 (stereo not drawn),13,36,-4,1.8,3.1,-36,-2.3,4,2,1.3
O=C(NCCCN1CCCC1=O)Nc1ccc(Cl)cc1,36,-12,/,-0.3,1.1,12,-3.4,/,-13,-1.9
CSc1nc(NCc2ccco2)c2ccccc2n1,-18,-5,0,-1.4,1.3,5,-5.6,/,-4,-0.2
COc1ccccc1C1Nc2ccccc2NC2=C1C(=O)CC(C)(C)C2 (stereo not drawn),12,-3,-5,3.5,2.1,3,-0.6,0,-3,2.6
CC(=O)N1c2ccc(S(=O)(=O)NCCC(=O)NCCc3cccc(C)c3)cc2CC1C (stereo not drawn),-11,2,4,-1.4,4.2,-2,-1.6,2,2,3.4

# Ordered by the number under Tat transport (largest number first): three from the list above
smiles | MITF act | SR-BI HDL uptake | CAL PDZ FP-1 | phage Ecoli inh | SR-BI DiI-HDL act | CAL PDZ FP-2 | Wnt bcat act | Tat transport | AddAB inh
CC1CCCN(C(=O)CN2C(=O)NC3(CCCCC3C)C2=O)C1 (stereo not drawn) | 5 | -15 | 2 | 1.5 | 15 | -1.0 | -2 | 0 | /
CCCCNC(=S)N/N=C/c1sccc1C | 26 | 20 | 6 | 1.1 | -20 | -3.2 | 4 | -1 | 1.0
COc1ccccc1C1Nc2ccccc2NC2=C1C(=O)CC(C)(C)C2 (stereo not drawn) | 12 | -3 | -5 | 2.1 | 3 | -0.6 | 0 | -3 | 2.6

# (next part)
SMILES,MITF act,SR-BI HDL uptake,CAL PDZ FP-1,E coli growth,phage Ecoli inh,SR-BI DiI-HDL act,CAL PDZ FP-2,Wnt bcat act,Tat transport,AddAB inh
c1ccc(-c2nnc(-c3ccccc3)c(-c3c[nH]c4ccccc34)n2)cc1,16,76*,/,0.7,2.6,-76,-0.3,/,-3,1.2
Cc1ccc(CN2C(=O)C(=O)N(CC(N)=O)C2=O)cc1,3,-21,-1,1.3,0.9,21,-2.5,-1,0,0.2
Cc1cc(C)nc(NC(=S)Nc2ccccc2)n1,6,13,1,-1.7,-3.6,-13,-0.8,5,0,1.3
Cc1nn(CC(=O)N(C)Cc2ccccc2)c(=O)c2cccn12,4,-24,10,-0.9,5.0,/,-1.8,-3,-2,2.9

# Source: PubChem

# No enrichment for hits; about 3.6% have a hit in one of these screens.
